Assay outcomes from PubChem.
14-3-3 Bad PPI: disrupts binding of bovine 14-3-3 zeta to phospho-Bad peptide | P63103 | TR-FRET 14-3-3zeta/Dy647-pBad peptide displacement, 1 h | inhibition, % at 21.7 µM | 0.71% of 220,000 active;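 active = inhibition above about 70%, limit read from the data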;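 note: 0% = full 14-3-3 plus peptide FRET controls and 100% = background without 14-3-3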
Target sequence (P63103 whole entry, looked up): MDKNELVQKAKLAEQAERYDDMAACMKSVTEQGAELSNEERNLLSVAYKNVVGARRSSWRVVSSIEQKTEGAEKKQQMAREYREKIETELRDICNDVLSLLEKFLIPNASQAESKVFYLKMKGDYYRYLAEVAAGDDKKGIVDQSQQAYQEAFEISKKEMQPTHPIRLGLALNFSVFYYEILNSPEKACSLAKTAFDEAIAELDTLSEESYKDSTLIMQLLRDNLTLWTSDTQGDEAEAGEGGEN
Wee1 stabilizer: human Wee1 degradation inhibition, primary screen | 1.2% of 220,000 active | HeLa Luc-Wee1K328M stability, luciferase luminescence; 100% = proteasome inhibitor MG132 effect | AID 1321 | P30291 | reporter increase, % at 5 µM;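 active = activation above the mean of all tested compounds plus 3 SD, set per screening run, cut at about 8.8% in these data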;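 note: cells exposed to compound for 20 h before luminescence read; 0% = DMSO alone and 100% = MG132 at 30 µM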
Rad51 HR inh: Rad51 (human) homologous recombination inhibition. Q06609. hRad51 DNA strand exchange, fluorescence dequenching. inhibition, % at 10 µM. 0.085% of 200,000 active;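 active = inhibition above 40% at the single screening dose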;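 note: 0% = DMSO control wells and 100% = blanks with heterologous ssDNA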
Target sequence (Q06609 whole entry, looked up): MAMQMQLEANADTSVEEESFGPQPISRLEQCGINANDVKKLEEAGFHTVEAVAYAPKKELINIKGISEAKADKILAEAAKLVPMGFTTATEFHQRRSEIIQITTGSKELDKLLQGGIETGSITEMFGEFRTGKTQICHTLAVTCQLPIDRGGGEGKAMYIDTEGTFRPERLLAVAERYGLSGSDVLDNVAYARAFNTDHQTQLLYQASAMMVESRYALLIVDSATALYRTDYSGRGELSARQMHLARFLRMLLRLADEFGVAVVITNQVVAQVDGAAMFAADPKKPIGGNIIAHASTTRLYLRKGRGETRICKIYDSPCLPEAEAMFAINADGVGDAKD
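System: hRad51 filaments on single-stranded DNA; reagent: Fluorescein- and BHQ1-tagged 47-mer duplex; compound dosing: one concentration, 10 µM final; timing: filaments 15 min 37 °C, then compound 30 min; measured by: fluorescein emission 520 nm, excitation 485 nm; benchmarks: per-plate controls and blanks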
FXIa inh 1536: inhibitors of human coagulation factor XIa. purified FXIa, Boc-Glu-Ala-Arg-AMC fluorogenic substrate. inhibition, % at 5 µM. AID 798. 0.14% of 220,000 active;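 active = inhibition of at least 40%; inactive = inhibition below 40%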;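 note: fluorescence of freed AMC excited at 355 nm; 0% = enzyme without compound and 100% = no enzyme blank; many of its hits are not listed in these tables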
p97 inhibitor: blocks human p97 ATPase activity; P55072; recombinant p97 ATPase, Kinase-Glo ATP luminescence, 3 h; inhibition, % at 8 µM; 0.42% of 220,000 active; in the data active = inhibition above about 15%;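 note: 0% = DMSO vehicle and 100% = wells lacking enzyme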
MDM2 E3 inh: Mdm2 E3 ligase (human) inhibition | AID 1230 | signal enhancement, % at 5 µM | 0.11% of 210,000 active | cell-based MDM2 ubiquitination luciferase reporter, 2 h; 0 = plate control, 100 = twice control, blank-subtracted | Q00987;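 active = signal enhancement of 30% or more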;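 note: luminescence tracks abundance of the self-degrading MDM2-luciferase fusion protein; higher signal means inhibition of MDM2 E3 ligase activity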
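Test system: mammalian cells stably expressing self-ubiquitinating, self-degrading MDM2 E3–luciferase fusion; Amount: 2000 cells in each well; Medium: DMEM; Schedule: 4 h settle plus 2 h compound, 37 °C; Technique: SteadyLite luciferase luminescence after 15 min room-temperature reagent incubation; Benchmarks: plate control and blank wells.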
FXIIa inh 1536: factor XIIa (human) inhibition. AID 800. purified FXIIa, Boc-QGR-AMC fluorogenic substrate, 2 h. 0.3% of 220,000 active. P00748. inhibition, % at 5 µM; in the data active = inhibition above about 40%;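 note: 0% = enzyme with no compound and 100% = blank without enzyme; many of its hits are not listed in these tables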
hK5 inh: blocks human kallikrein 5 protease activity; inhibition, % at 5 µM; recombinant hK5, fluorogenic AMC substrate cleavage; 0.59% of 210,000 active; Q9Y337;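 active = inhibition of 40% or more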;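 note: 0% = enzyme controls without compound and 100% = no-enzyme blanks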
Target sequence (Q9Y337 67-293 limits assumed): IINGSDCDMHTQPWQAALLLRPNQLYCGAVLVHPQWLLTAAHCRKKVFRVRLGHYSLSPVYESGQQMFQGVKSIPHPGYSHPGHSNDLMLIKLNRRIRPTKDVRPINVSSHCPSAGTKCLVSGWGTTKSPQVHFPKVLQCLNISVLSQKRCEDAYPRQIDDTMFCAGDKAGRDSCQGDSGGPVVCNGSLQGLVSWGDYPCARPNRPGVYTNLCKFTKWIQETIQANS
eIF4E 4G PPI: blocks eIF4E binding to eIF4G | AID 782 | 0.37% of 220,000 active | P63073+Q04637 | inhibition, % at 21.7 µM | TR-FRET eIF4E-eIF4GI(517-606) binding, 2 h;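 active = inhibition above about 30%, limit read from the data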;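 note: 0% = full FRET control wells and 100% = background wells lacking eIF4GI fragment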
The depositor's hits bear a star; nt = not tested or not shown; [ ] = remark or other dose.

SMILES	14-3-3 Bad PPI	Wee1 stabilizer	Rad51 HR inh	FXIa inh 1536	p97 inhibitor	MDM2 E3 inh	FXIIa inh 1536	hK5 inh	eIF4E 4G PPI
CSc1ccc(S(=O)(=O)Nc2ccc3c(c2)OCCO3)cc1	2	-2	-2	3	6	-14	13	-5	5
Cc1cccc(Cn2c(C(C)(C)C)cc3cccnc32)c1	-3	-4	6	7	-1	-9	18	-7	-1
O=C(Nc1nccs1)c1cc(N2CCOCC2)nc2ccccc12	-14	-1	-1	4	1	-20	10	-5	1
COc1ccc(C2CC(c3ccccc3)Nc3nc(N)nn32)cc1 (stereo not drawn)	-14	0	-4	-1	-1	-7	-6	2	-5
COc1cc(Nc2c3c(nc4ccccc24)CCCC3)cc(OC)c1OC	-19	6	28	1	2	-16	9	10	4
Cc1ccc(-c2csc(N(C)C(=O)c3c(C)nn(-c4ccccc4)c3Cl)n2)cc1	8[fluorescence artefact?]	-1	-4	-6	2	-30	5	1	-16[fluorescence artefact?]
CCCc1ccc(OCc2ccc(C(=O)N/N=C/c3cccc([N+](=O)[O-])c3)o2)c(OC)c1	5[fluorescence artefact?]	-3	-3	-10	3	-20	3	-6	-12[fluorescence artefact?]
COc1ccc(S(=O)(=O)N(CC(=O)N2CCN(C)CC2)c2ccc(C)cc2)cc1OC	-5	-2	0	-9	-5	-10	2	-28	-7[fluorescence artefact?]
COc1cc(C(=O)Nc2ccc(-c3nnc(-c4ccco4)o3)cc2)cc(OC)c1OC	-10	0	-6	0	2	-15	10	-9	-10[fluorescence artefact?]
CC(=O)Cc1c(C(=O)O)c(C)nn1-c1ccccc1	-7	-2	-1	0	8	10	6	-2	-2
CCOC(=O)C1CCN(C(=O)Cc2cccs2)CC1	17	-1	-4	-2	2	-1	18	-8	0
O=C(O)Cc1ccc(S(=O)(=O)Nc2ccccc2C(=O)O)cc1	6	-1	nt	4	1	-23	9	14	3
COc1ccc(C(C(=O)NC2CCCCC2)N(C(=O)CCl)c2cccc(Cl)c2)cc1 (stereo not drawn)	3	0	0	2	2	-10	12	11	4[fluorescence artefact?]
Cc1ncoc1C(=O)Nc1ccc2c(c1)OCCO2	1[fluorescence artefact?]	1	7	-3	-9	-7	8	0	-4
CCOC(=O)c1nc(C)n(-c2cc(Cl)ccc2Cl)n1	-6	0	1	4	6	12	-3	8	-7
Cc1nc(NCCCn2ccnc2)c2ccccc2n1	40	2	-5	4	4	-16	9	-8	3
Nc1ccc(NC(=O)c2cccs2)c(Cl)c1	-12[fluorescence artefact?]	7	5	5	-1	-28	18	-8	-5
Cc1c(NC(=O)COC(=O)CCC(=O)c2ccc(Cl)cc2)c(=O)n(-c2ccccc2)n1C	-3	9.4*	6	-6	3	-9	10	-3	3
Cc1c(Cl)cccc1NC(=S)N(Cc1cccs1)C1CCCC1	15	0	3	-2	1	3	5	-1	-2
CN(C)CCCN(C(=O)c1ccc(S(=O)(=O)N(C)C)cc1)c1nc2cc3c(cc2s1)OCO3	-3	7	8	-1	1	-6	6	-3	2
CCCS(=O)(=O)N1CCCC(C(=O)NCCCN2CCCC2=O)C1 (stereo not drawn)	19	-2	5	2	4	-17	3	5	2
Cc1ccc(NC2=NCC(=O)N2C2CCCC2)cc1	1	-1	14	1	-3	2	7	2	-4
O=C(CCCc1cccs1)N1CCN(S(=O)(=O)c2ccccc2Br)CC1	-9	2	nt	1	-6	-10	11	-22	-6
COc1ccc(Br)cc1C(C[N+](=O)[O-])c1c(N)n(C)c(=O)n(C)c1=O (stereo not drawn)	2	2	6	1	5	-11	5	1	-1
O=C(CCCOc1ccccc1)Nc1ncccn1	-1[fluorescence artefact?]	-1	nt	-2	-3	-5	7	-6	1

(further entries)
SMILES	14-3-3 Bad PPI	Wee1 stabilizer	Rad51 HR inh	FXIa inh 1536	p97 inhibitor	MDM2 E3 inh	FXIIa inh 1536	hK5 inh	eIF4E 4G PPI
CCOC(=O)/C(N=Nc1c(Br)cc(Br)cc1Br)=C(\C)O	-3	-1	-7	1	-3	-10	14	4	4
O=C(CCS(=O)(=O)Cc1ccccc1)N1CCN(c2ccc([N+](=O)[O-])cc2)CC1	-7	-1	-3	-1	0	-2	7	-5	3
CC1CCC2(CC1)NC(=O)N(CC(=O)N1CCN(S(=O)(=O)c3ccccc3)CC1)C2=O (stereo not drawn)	-8	9.7*	7	1	2	-2	5	1	-2
O=C(O)C1C2CCC(C2)C1C(=O)NCc1ccccn1 (stereo not drawn)	0	0	4	2	6	-12	6	-16	-3
O=C(/C=C/c1ccccc1)N1CCC(c2ccccc2)C1 (stereo not drawn)	5	0	5	0	-7	0	2	-9	-37
O=c1[nH]cnc2scc(-c3ccsc3)c12	-4	-2	3	-3	6	-9	3	-12	-6
CC(C)CCOCc1nc2sc3c(c2c(=O)[nH]1)CCC(C)C3 (stereo not drawn)	-12	-2	-4	2	1	-3	-5	-16	-2[fluorescence artefact?]
CCC(=O)Nc1nc2ccccc2n1Cc1ccccc1	-3	-1	-2	-1	3	-2	-6	-16	-12[fluorescence artefact?]
CCOC(=O)C(=O)Nc1nnc(CCc2ccccc2)s1	-3	-2	-8	-1	1	6	1	-15	3[fluorescence artefact?]
COC(=O)c1ccccc1NC(=O)Nc1ccc(Br)cn1	10	0	9	12	1	1	6	-9	-1
CCOC(=O)C1=C(c2ccccc2)NC(=S)NC1C (stereo not drawn)	-3	-3	nt	-4	-5	-29	9	-4	-8
CC(C)(C)OC(=O)NNC(=O)C12CC3CC(CC(C3)C1)C2	-4	2	-3	-8	2	-4	8	-4	1
CCCCNC(=O)c1cc2n(n1)C(C(F)(F)F)CC(c1ccccc1)N2 (stereo not drawn)	-10	4	-6	-2	3	-15	-18	-8	-1
COc1ccc(/C=c2\sc3nc(-c4ccccc4OC)nn3c2=O)c(OC)c1	57[fluorescence artefact?]	-1	7	10	9	-8	15	-20	-29
N#C/C(=C/c1ccc(N2CCCCC2)o1)c1cccc(F)c1	-25	1	-48	-6	-3	-16	13	-20	-5
NC(=O)c1ccc(NC(=O)COC(=O)/C=C/c2ccc3c(c2)OCO3)cc1	1	0	-4	34	-1	-11	16	57*	5
CS(=O)Cc1cc(Sc2ccccc2)nc(-c2ccncc2)n1 (stereo not drawn)	-7	3	-3	-6	5	9	2	-5	3
Cc1ccc(Cl)cc1NC(=O)CSc1nnc(C)n1-c1ccccc1	10	-1	-1	3	2	6	12	-31	-1
CCOC(=O)c1c(-c2ccccc2)csc1NC(=O)CSc1nnnn1C	-6	-1	4	-4	3	-2	2	18	6
COc1cc(CN/C(C)=C(\C#N)C(N)=O)cc(OC)c1OC	-4	-1	1	0	4	15	15	-6	4[fluorescence artefact?]
Cc1ccc(Cl)cc1N1CCN(C(=O)Cc2c(C(=O)O)[nH]c3ccccc23)CC1	nt	4	2	-1	-4	-9	9	-2	nt
CC(=O)Nc1ccc(NC(=O)COC(=O)CCc2nc3ccccc3s2)cc1	-2	4	-2	2	5	2	-6	-7	-4
CCn1nc(C)cc1Nc1ccccc1	17	2	1	-2	-4	-12	10	-11	-2
COc1ccc(C2/C(=C(/O)c3ccccc3)C(=O)C(=O)N2CC(C)O)c(OC)c1 (stereo not drawn)	-6	0	-5	1	-5	-21	14	15	4
O=S(=O)(NCc1ccccc1)c1cccc2nsnc12	-2	-3	5	-1	-7	-11	2	2	-4

Additional results follow:
SMILES	14-3-3 Bad PPI	Wee1 stabilizer	Rad51 HR inh	FXIa inh 1536	p97 inhibitor	MDM2 E3 inh	FXIIa inh 1536	hK5 inh	eIF4E 4G PPI
CC(C)NC(=O)CN1CCC(c2ccccc2)C(O)C1 (stereo not drawn)	-19	-1	-4	-2	3	-5	9	-4	-1
Cc1ccc(S(=O)(=O)NC(=NCC(=O)O)c2ccc(F)cc2)cc1	16	-1	3	2	1	-3	19	-8	-1[fluorescence artefact?]
CC(=O)C1C(c2cccc(F)c2)c2c(n[nH]c2C)CC1(C)O (stereo not drawn)	3	-1	nt	-2	5	-8	5	-3	-1
Cc1nnc(Sc2nc3ccccc3o2)c2ccccc12	-7	-1	3	0	2	-18	12	11	1
Cc1[nH]c2ccccc2c(=O)c1CN(C)Cc1ccccc1	-2[fluorescence artefact?]	2	5	7	3	-13	13	1	-1[fluorescence artefact?]
CC(=O)SCC[N+](C)(C)C	0	nt	9	1	nt	6	4	1	-25
NC(=O)N/N=C/c1ccc2cccc(OCc3ccccc3)c2n1	10	0	-3	3	4	-9	4	2	0
Cc1ccc(-n2ncc3c(NCC4CCCO4)ncnc32)c(C)c1 (stereo not drawn)	6[fluorescence artefact?]	6	-5	6	4	-1	12	-13	-11[fluorescence artefact?]

13 consecutive records already listed, quoted:
SMILES	14-3-3 Bad PPI	Wee1 stabilizer	Rad51 HR inh	FXIa inh 1536	p97 inhibitor	MDM2 E3 inh	FXIIa inh 1536	hK5 inh	eIF4E 4G PPI
Cc1ccc(Cl)cc1N1CCN(C(=O)Cc2c(C(=O)O)[nH]c3ccccc23)CC1	nt	4	2	-1	-4	-9	9	-2	nt
CC(=O)Nc1ccc(NC(=O)COC(=O)CCc2nc3ccccc3s2)cc1	-2	4	-2	2	5	2	-6	-7	-4
CCn1nc(C)cc1Nc1ccccc1	17	2	1	-2	-4	-12	10	-11	-2
COc1ccc(C2/C(=C(/O)c3ccccc3)C(=O)C(=O)N2CC(C)O)c(OC)c1 (stereo not drawn)	-6	0	-5	1	-5	-21	14	15	4
O=S(=O)(NCc1ccccc1)c1cccc2nsnc12	-2	-3	5	-1	-7	-11	2	2	-4
CC(C)NC(=O)CN1CCC(c2ccccc2)C(O)C1 (stereo not drawn)	-19	-1	-4	-2	3	-5	9	-4	-1
Cc1ccc(S(=O)(=O)NC(=NCC(=O)O)c2ccc(F)cc2)cc1	16	-1	3	2	1	-3	19	-8	-1[fluorescence artefact?]
CC(=O)C1C(c2cccc(F)c2)c2c(n[nH]c2C)CC1(C)O (stereo not drawn)	3	-1	nt	-2	5	-8	5	-3	-1
Cc1nnc(Sc2nc3ccccc3o2)c2ccccc12	-7	-1	3	0	2	-18	12	11	1
Cc1[nH]c2ccccc2c(=O)c1CN(C)Cc1ccccc1	-2[fluorescence artefact?]	2	5	7	3	-13	13	1	-1[fluorescence artefact?]
CC(=O)SCC[N+](C)(C)C	0	nt	9	1	nt	6	4	1	-25
NC(=O)N/N=C/c1ccc2cccc(OCc3ccccc3)c2n1	10	0	-3	3	4	-9	4	2	0
Cc1ccc(-n2ncc3c(NCC4CCCO4)ncnc32)c(C)c1 (stereo not drawn)	6[fluorescence artefact?]	6	-5	6	4	-1	12	-13	-11[fluorescence artefact?]
